From PubChem BioAssay
KCNQ1 act: potentiators or activators of human KCNQ1 potassium channel; CHO-K1 KCNQ1, thallium flux FluxOR fluorescence; hits give high values; B-score at 10 µM; actives 0.35% (n = 310,000);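 active = fluorescence ratio B-score, a plate-corrected score, at least three library SD, with initial intensity B-score within 5 SD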
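Material: CHO-K1 cells stably expressing KCNQ1. Medium: assay buffer for compound exposure, DMSO matched across wells. Reagent: K+/Tl+ depolarizing stimulus. Compound dosing: single-concentration screen. Times: 37 °C overnight plating, 90-min dark dye load, 20-min compound pretreatment. Technique: FluxOR Tl+ flux fluorescence.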
ANO1 activ: activates or potentiates the mouse TMEM16A chloride channel; Q8BHY3; HEK293 TMEM16A/YFP-H148Q/I152L, iodide quench fluorescence; hits give low values; B-score at 10 µM; actives 0.3% (n = 340,000); AID 623877;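 active = fluorescence-ratio B-score plate-corrected deviation score at least 3 library SD below zero, with starting fluorescence score within 5 deviations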;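 note: channel opened by trigger with iodide after compound preincubation; score built on the fluorescence ratio of max minus min over baseline; more negative score means more quench and so TMEM16A activation or potentiation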
Dyrk1A ADPGlo: blocks rat Dyrk1A kinase activity | Q63470 | ADP-Glo luminescence, NFATc1 peptide | inhibition, % at 12.5 µM | actives 0.43% (n = 310,000) | AID 504441; in the data active = inhibition above about 50%;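 note: plate controls were vehicle with enzyme for no effect and no enzyme for full effect; many of its hits are not listed in these tables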
TRPC4 agonist: opens the mouse TRPC4 cation channel | Q9QUQ5 | HEK293 TRPC4beta/mu-opioid, Fluo4 calcium fluorescence; hits give high values | B-score at 10 µM | actives 0.49% (n = 310,000) | AID 2237;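 active = B-score above 5 SD of library B-scores, and initial fluorescence ratio not above library mean plus 5 SD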;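 note: positive B-score marks a calcium rise read as TRPC4 activation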
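Material: HEK293 stable line with TRPC4beta plus mu-opioid receptor; technique: Fluo4 calcium-sensitive dye fluorescence, kinetic, 1 Hz baseline; timing: Fluo4 dye loading 45 min at room temperature, 110 s recording; controls: assay buffer as low control, maximal DAMGO as high control; read-out: integrated baseline-normalised fluorescence ratio, converted to per-well B score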
KCNQ1 inh: inhibitors of human KCNQ1 potassium channel; P51787; CHO-K1 KCNQ1, FluxOR thallium flux fluorescence; hits give high values; B-score at 10 µM; actives 1.3% (n = 310,000); AID 2642;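 active = compounds whose thallium flux B-score, printed positive for inhibition, exceeds three library SD while starting fluorescence stays within three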;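 note: channel opened by potassium depolarization with thallium stimulus after 20 min compound exposure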
hERG rescue: compounds protecting human hERG from proarrhythmic drug block | Q12809 | CHO-hERG, FluxOR thallium flux, dofetilide IC70 present | activation (rescue from dofetilide block), less the hit threshold, % at 10 µM | actives 0.51% (n = 310,000) | AID 1511;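 active = activation above the mean of controls blocked by dofetilide plus 5 SD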;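 note: thallium influx through hERG after potassium depolarization seen as dye fluorescence rise; in these data hits start at about 4.7%; inactives centre near -7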
Target sequence (Q12809 whole entry, looked up): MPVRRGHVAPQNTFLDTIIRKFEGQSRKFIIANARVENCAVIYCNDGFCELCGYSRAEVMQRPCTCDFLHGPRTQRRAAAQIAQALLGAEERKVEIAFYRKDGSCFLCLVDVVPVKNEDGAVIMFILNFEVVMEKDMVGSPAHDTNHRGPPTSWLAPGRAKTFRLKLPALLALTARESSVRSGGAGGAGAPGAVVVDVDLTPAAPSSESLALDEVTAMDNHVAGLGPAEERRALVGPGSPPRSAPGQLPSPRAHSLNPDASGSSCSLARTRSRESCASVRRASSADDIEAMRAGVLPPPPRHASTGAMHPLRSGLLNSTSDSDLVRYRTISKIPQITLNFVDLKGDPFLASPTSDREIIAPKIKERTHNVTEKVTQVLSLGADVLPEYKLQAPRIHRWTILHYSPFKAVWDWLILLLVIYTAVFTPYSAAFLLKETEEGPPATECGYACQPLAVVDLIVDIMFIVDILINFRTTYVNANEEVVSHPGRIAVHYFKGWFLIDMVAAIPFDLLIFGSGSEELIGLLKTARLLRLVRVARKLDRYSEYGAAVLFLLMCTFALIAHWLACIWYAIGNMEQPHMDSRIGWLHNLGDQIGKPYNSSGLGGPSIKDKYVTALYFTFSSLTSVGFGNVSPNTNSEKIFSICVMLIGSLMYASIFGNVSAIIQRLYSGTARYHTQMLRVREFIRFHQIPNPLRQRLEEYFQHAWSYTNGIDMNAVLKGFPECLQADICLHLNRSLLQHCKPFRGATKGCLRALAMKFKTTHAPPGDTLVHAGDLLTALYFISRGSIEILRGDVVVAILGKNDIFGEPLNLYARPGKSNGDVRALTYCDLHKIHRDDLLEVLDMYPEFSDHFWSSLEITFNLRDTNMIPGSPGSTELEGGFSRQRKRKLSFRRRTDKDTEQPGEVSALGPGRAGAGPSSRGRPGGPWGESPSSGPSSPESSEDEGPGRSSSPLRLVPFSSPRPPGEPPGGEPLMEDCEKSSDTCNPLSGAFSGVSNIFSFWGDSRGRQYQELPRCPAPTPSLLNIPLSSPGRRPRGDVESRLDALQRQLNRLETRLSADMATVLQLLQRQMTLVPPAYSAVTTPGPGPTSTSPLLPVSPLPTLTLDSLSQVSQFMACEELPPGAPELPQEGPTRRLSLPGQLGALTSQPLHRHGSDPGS
KCNK9 block: inhibitors of human KCNK9 two-pore domain potassium channel | HEK293 KCNK9, FluxOR thallium flux fluorescence; hits give low values | B-score at 10 µM | actives 1.2% (n = 310,000) | AID 488922;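 active = ratio B-score over 3 SD below the library mean, with starting fluorescence within 5 SD of its mean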;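 note: negative B-score means less thallium flux so channel inhibition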
ANO1 block: mouse TMEM16A channel inhibition, primary screen | HEK293 TMEM16A/YFP iodide influx fluorescence, ionomycin | Q8BHY3 | normalized B-score (activity score, 25-100; higher = stronger inhibition) at 10 µM | actives 1.2% (n = 310,000);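 active = ratio plate-corrected score three or more library SD toward inhibition, starting fluorescence score within five deviations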;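 note: score derived from kinetic fluorescence span divided by baseline fluorescence per well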
HDAC3 inhib: blocks human histone deacetylase 3. O15379. recombinant HDAC3, fluorogenic peptide/trypsin coupled, fluorescence. inhibition, % at 8.3 µM. actives 0.15% (n = 320,000). AID 2718; in the data active = inhibition above about 26%, passing the limit was not always enough; inconclusive = no clear call, values can overlap the other calls
TRPC4 PAM: allosterically enhances the mouse TRPC4 cation channel; Q9QUQ5; HEK293 TRPC4beta/mu-opioid, DAMGO EC20, Fluo-4 Ca2+ flux; hits give high values; B-score at 10 µM; actives 0.42% (n = 310,000); AID 2227;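 active = B-score of calcium response area above 5 SD of library B-scores, with initial fluorescence ratio within 5 SD of library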;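 note: B-score of integrated fluorescence ratio over time as area under calcium response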
KCNK3 inh: human KCNK3 channel inhibition, primary screen; O14649; CHO-KCNK3 thallium flux, FluxOR fluorescence; hits give low values; B-score at 10 µM; actives 0.84% (n = 340,000);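 active = B-score under library mean minus 4 SD, starting fluorescence ratio at most library mean plus 5 SD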;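 note: more negative B-score means stronger inhibition of thallium flux through KCNK3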
Active calls of the source: *; i = inactive; ? = inconclusive; · = no result given. This is a subset; the hit share may differ from the screen's.

compound	HDAC3 inhib	KCNQ1 act	Dyrk1A ADPGlo	ANO1 activ	KCNK3 inh	TRPC4 agonist	TRPC4 PAM	hERG rescue	KCNQ1 inh	ANO1 block	KCNK9 block
Cc1cc(C(=O)Nn2cnc3ccccc3c2=O)ccc1[N+](=O)[O-]	-4	i	-5	i	i	i	i	-6	i	i	i
O=C(Nc1ccc2c(c1)OCO2)N1CCCc2ccccc21	-4	i	7	i	i	i	i	-7	i	i	i
Cc1nc2ncnn2c(C)c1CCC(=O)NCc1ccco1	8	i	-4	i	i	i	i	-11	i	i	i
CCOC(=O)C(C)n1cnc2c(nnn2-c2ccc(F)cc2)c1=O (centres undefined)	2	i	-1	i	i	i	i	-7	i	i	i
COc1ccc(CC(=O)N/N=C/C=C/c2cccc([N+](=O)[O-])c2)cc1OC	?	i	·	i	i	i	i	-3	i	i	i
CCOC(=O)NC(c1ccccc1)C1CCCCC1=O (centres undefined)	6	i	-8	i	i	i	i	-1	i	i	i
COc1ccc(/C=C2/C(=O)N(c3ccccc3)N=C2C)cc1	3	i	·	i	i	i	i	0	i	i	i
O=c1c2c3c(sc2nc2sc(CN4CCOCC4)cn12)CCCC3	·	i	0	i	i	i	i	-3	i	·	i
Cc1ccc(C)c2[nH]c(=O)c(CCNC(=O)c3ccc(Br)o3)cc12	1	i	1	i	i	i	i	0	i	i	i
Cc1[nH]c2ccccc2c1C(=O)COC(=O)c1ccc[n+]([O-])c1	2	i	-2	i	i	i	i	-9	i	i	i
COc1ccccc1-c1nn2c(C3COc4ccccc4O3)nnc2s1 (centres undefined)	0	i	2	i	i	i	i	-8	i	i	i
COC(=O)N/N=C\C=C\c1ccc2c(c1)OCO2	10	i	11	i	i	i	i	-11	i	i	i
COc1cc(/C=N/NC(=O)c2ccc(=O)[nH]n2)ccc1O	5	i	2	i	i	i	i	-5	i	i	i
COc1cccc(NC(=O)/C=C/c2ccc([N+](=O)[O-])cc2)c1	2	i	-5	i	i	i	i	-13	i	i	i
Cc1ccc(-n2ncc3c(=O)n(CC(=O)N4CCN(c5ccccc5)CC4)cnc32)cc1	·	i	·	i	i	i	i	-5	i	i	i
CCCn1nnnc1NCc1cccc(Cl)c1	-4	i	6	i	i	i	i	-2	i	i	i
N#CC1(C#N)C(C(N)=O)C1c1ccccc1 (centres undefined)	-6	i	8	i	i	i	i	0	i	i	i
O=C(NN1CCOCC1)c1cc(-c2ccc(Br)s2)nc2ccccc12	4	i	-6	i	i	i	i	-9	i	i	i
O=C(CCCN1C(=O)/C(=C/c2ccc3c(c2)OCO3)SC1=S)Nc1ccc(C(=O)O)cc1	1	i	-6	i	i	i	i	-19	i	i	i
C=CCSc1n[nH]c(-c2cccs2)n1	4	i	2	i	i	i	i	-6	i	i	i
CCCn1c(C(C)Nc2nc(C)cs2)nc2cc(Cl)c(Cl)cc21 (centres undefined)	7	i	0	i	i	i	i	-14	i	i	i
CCOc1ccccc1N1CCN(C(=O)CNC(=O)c2ccc(OC)c(OC)c2)CC1	4	i	-2	i	i	i	i	-8	i	i	i
Cc1cc(NC(=O)C(C)C)ncc1NC(=O)c1cccc(F)c1	-2	i	-8	i	i	i	i	-4	i	i	i
CCOc1ccccc1CN1CCN(CCCn2cccn2)CC1CCO (centres undefined)	14	i	-2	i	i	i	i	-6	i	i	i
COCCCNC(=O)c1cc2c(-c3cccc(OC)c3)nn(C)c2s1	-45	i	13	i	i	i	i	-6	i	i	i
Cc1ccnc(NC(=O)c2cc3c(=O)oc4ccc(C)cc4c3s2)c1	-4	i	-4	i	i	i	i	-7	i	i	i
CC1CCN(c2ccccc2NC(=O)c2ccc([N+](=O)[O-])o2)CC1	-6	i	-10	i	i	i	i	-8	i	i	i
Fc1cccc(Cn2ccc(-c3ccc4c(c3)OCO4)n2)c1	3	i	15	i	i	i	i	-17	i	i	i
COc1ccc(C(=O)Oc2ccc(/C=N/O)cc2)cc1	-3	i	5	i	i	i	i	-4	i	i	i
CC1CN(C(=S)Nc2ccc(SC(F)F)cc2)CC(C)O1 (centres undefined)	-8	i	3	i	i	i	i	-9	i	i	i
Cc1cc(O)c(Oc2cc(C)cc(O)c2O)c(O)c1	1	i	4	i	i	i	i	-9	i	i	i
O=C(Nc1ccc(Br)cc1)c1cccnc1N1CCOCC1	-2	i	-2	i	i	i	i	-5	i	i	i
O=C(OCC1CC(c2ccccc2)=NO1)c1ccc(Br)cc1 (centres undefined)	-7	i	1	i	i	i	i	-4	i	i	i
COc1ccc(Cl)cc1NC(=O)CSc1nc(=O)n(CCN(C)C)c2c1CCCC2	-1	i	12	i	i	i	i	-10	i	i	i
CCc1cccc(NC(=O)c2cccc3c2C(=O)N(CC2CCCO2)C3)c1 (centres undefined)	5	i	7	i	i	i	i	-17	i	i	i
COCCCNc1nc(N)c([N+](=O)[O-])c(Nc2cc(OC)ccc2OC)n1	1	i	1	i	i	i	i	-12	i	i	i
O=C1c2cccc([N+](=O)[O-])c2C(=O)N1c1c[nH]c(=O)[nH]c1=O	2	i	1	i	i	i	i	-7	i	i	i
COc1cccc(NC(=O)c2ccccc2N(Cc2ccccc2)S(C)(=O)=O)c1	3	i	·	i	i	i	i	-9	i	i	i
Cc1ccccc1C(=O)NC(=S)NCCN1CCOCC1	-6	i	-6	i	i	i	i	-8	i	i	i
COc1ccc(OC)c(N(CC(=O)Nc2ccccc2F)S(=O)(=O)c2ccccc2)c1	-5	i	-3	i	i	i	i	-7	i	i	i

Arranged by molar mass (lowest first): part of the list above
compound	HDAC3 inhib	KCNQ1 act	Dyrk1A ADPGlo	ANO1 activ	KCNK3 inh	TRPC4 agonist	TRPC4 PAM	hERG rescue	KCNQ1 inh	ANO1 block	KCNK9 block
CC1CN(C(=S)Nc2ccc(SC(F)F)cc2)CC(C)O1 (centres undefined)	-8	i	3	i	i	i	i	-9	i	i	i
Cc1ccnc(NC(=O)c2cc3c(=O)oc4ccc(C)cc4c3s2)c1	-4	i	-4	i	i	i	i	-7	i	i	i
O=C(Nc1ccc(Br)cc1)c1cccnc1N1CCOCC1	-2	i	-2	i	i	i	i	-5	i	i	i

Later entries:
compound	HDAC3 inhib	KCNQ1 act	Dyrk1A ADPGlo	ANO1 activ	KCNK3 inh	TRPC4 agonist	TRPC4 PAM	hERG rescue	KCNQ1 inh	ANO1 block	KCNK9 block
COc1ccc(N2CCN(Cc3cc(=O)oc4cc(C)c(Cl)cc34)CC2)cc1	-5	i	-5	i	i	i	i	-6	i	i	i
COc1ccc(OC)c(C2N(c3cc(C)on3)C(=O)C3CCCN32)c1 (centres undefined)	0	i	13	i	i	i	i	-2	i	i	i
Cc1ccc(C)c(NC(=O)c2ccc3ccccc3n2)c1	0	i	6	i	i	i	i	-13	i	i	i
CC(C)CN(C)C(=O)CCc1nnc(Cc2cccc(C(F)(F)F)c2)o1	4	i	2	i	i	i	i	-14	i	i	i
Fc1cc(NCc2ccccc2)nc(NCc2ccccc2)n1	2	i	-4	i	i	i	i	-18	i	i	i
O=C(COc1ccc(Br)cc1)Nc1ccc(CN2CCOCC2)cc1	8	i	·	i	i	i	i	-7	i	i	i
Cc1cc(C)n(C(=O)c2c([N+](=O)[O-])c(C)nn2C)n1	4	i	-2	i	i	i	i	-3	i	i	i
Cn1c(SCC(=O)c2ccccc2)nnc1-c1ccco1	-5	i	-11	i	i	i	i	-5	i	i	i
CN1CCc2nc(SCc3ccc(C(C)(C)C)cc3)c(C#N)cc2C1	-3	i	3	i	i	i	i	-14	i	i	i
Cc1ccc(C(C)(C)C)cc1S(=O)(=O)Nc1nc2ccccc2nc1Cl	2	i	1	i	i	i	i	-12	i	100*	i
CCCc1cc(C(=O)N2CCCC(C(=O)c3cc(C)c(OC)c(C)c3)C2)n(C)n1 (centres undefined)	0	i	-5	i	i	i	i	-14	i	i	i
COCCN(CCOC)S(=O)(=O)c1ccc(C(=O)Nc2nnc(CSC)o2)cc1	3	i	-3	i	i	i	i	-14	i	i	i
CCc1ccc2[nH]c(=O)c(CN(CCN(CC)CC)C(=S)NCc3ccco3)cc2c1	6	i	·	i	i	i	i	-20	i	i	i
Oc1oc(-c2ccco2)nc1C=Nc1ccccc1	-3	i	12	i	i	i	i	2	i	i	i
COc1cc(C(=O)N2CCN(CC(O)COc3ccccc3)CC2)cc(OC)c1OC (centres undefined)	4	i	-2	i	i	i	i	-8	i	i	i
Cc1cc(NC(=O)Nc2ccc(OCc3ccccc3)cc2)n(C)n1	3	i	5	i	i	i	i	-8	i	i	i
Cc1oc(C(=O)O)cc1COc1ccc2c3c(c(=O)oc2c1C)CCC3	5	i	-4	i	i	i	i	-8	i	i	i
CCCCN(CC)Cc1ccc(CNC(=S)Nc2ccc(C)cc2Cl)o1	3	i	-3	i	i	i	i	-8	i	i	i
O=C(CN1C(=O)CCSc2ccc(S(=O)(=O)N3CCCC3)cc21)Nc1ccccc1Cl	-6	i	0	i	i	i	i	-3	i	i	i
C/C(=N/NC(=O)NC12CC3CC(CC(C3)C1)C2)c1ccccc1	6	i	2	i	i	i	i	-2	i	i	i
Cc1ccc(NCCC(=O)c2cccs2)cc1	-2	i	16	i	i	i	i	-8	i	i	i
CC(=O)Oc1ccc(C(=O)Nc2nnc(C)s2)cc1	-2	i	4	i	i	i	i	-3	i	i	i
COc1cccc(/C=N/NC(=O)c2[nH]nc3c2CCc2ccccc2-3)c1	14	i	·	i	i	i	i	-8	i	i	i
O=C(CC(c1ccccc1)c1ccccc1)NCc1cccnc1	-10	i	3	i	i	i	i	-7	i	i	i
CCc1ccc2[nH]c(=O)c(CN(Cc3ccccc3)Cc3nnnn3Cc3ccco3)cc2c1	4	i	7	i	i	i	i	-12	i	i	i
O=C(NCc1ccccc1)c1ccccc1CO	-4	i	-2	i	i	i	i	-3	i	i	i
CCCOc1ccc(C(=O)Nc2ccc(S(=O)(=O)Nc3onc(C)c3C)cc2)cc1	0	i	-3	i	i	i	i	-6	i	i	i
COc1ccc(C(=O)Nc2cccc(C)c2)cc1	-2	i	7	i	i	i	i	-8	i	i	i
C/C(=N\Nc1cc(N2CCOCC2)ncn1)c1cccc([N+](=O)[O-])c1	-1	i	-5	i	i	i	i	-15	i	i	i
CCOC(=O)c1sc(NNC(=O)c2ccc(F)cc2)nc1C	1	i	-1	i	i	i	i	-13	i	i	i
